AMA1 RON2 block: inhibitors of Plasmodium falciparum AMA1-RON2 interaction | AlphaScreen AMA1-biotinylated RON2 peptide binding | Potency, µM (highest dose often 58.2 µM), without a hit: at the highest dose activity change, negative = inhibition, actives largely listed as inhibitors | 360,000 compounds, 0.2% hits;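 also: potency is read from the fitted curve at half-maximal effect; 0% = vehicle wells and -100% = peptide control; nearly all actives have a fitted effect of over 45% in size; some results filed as inactive show a strong effect at the top dose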
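AMA1 (3D7) with his tag at 25 nM final met compounds first, then biotinylated RON2 peptide at 25 nM; detection used donor plus acceptor beads, 10 µg/mL apiece, read by AlphaScreen after 30 min at room temperature.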
TbPYK inhibitor: inhibitors of Trypanosoma brucei pyruvate kinase; TbPYK enzyme, Kinase-Glo Plus ATP luminescence, 45 min; 410,000 compounds, 0.12% hits; Q57TT1; Potency, µM (highest dose often 76.8 µM), for the others: at the top dose activity, negative = inhibition, most hits filed as inhibitors; AID 624173; also: potency is read from the fitted curve at half-maximal effect; nearly all actives have a fitted effect of over 50% in size
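Glycolytic pyruvate kinase of T. brucei was incubated with substrate, test compound and 130 uM ADP for 45 minutes at room temperature. Luminescent Kinase-Glo Plus signal was measured after 10 minutes.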
AmpC inh detg: blocks E. coli AmpC beta-lactamase in detergent assay | P00811 | AmpC hydrolysis of nitrocefin, absorbance 480 nm, 0.01% Triton | Potency, µM (top dose mostly 114 µM), for inactives: at the top dose activity change, negative = inhibition, most hits filed as inhibitors | 370,000 compounds, 0.041% hits;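 also: potency is read from the fitted curve at half-maximal effect; 0% = no-compound wells and -100% = no-enzyme wells; nearly all actives have a fitted effect of over 25% in size; some results filed as inactive show a strong effect at the top dose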
Target sequence (P00811 whole entry, looked up): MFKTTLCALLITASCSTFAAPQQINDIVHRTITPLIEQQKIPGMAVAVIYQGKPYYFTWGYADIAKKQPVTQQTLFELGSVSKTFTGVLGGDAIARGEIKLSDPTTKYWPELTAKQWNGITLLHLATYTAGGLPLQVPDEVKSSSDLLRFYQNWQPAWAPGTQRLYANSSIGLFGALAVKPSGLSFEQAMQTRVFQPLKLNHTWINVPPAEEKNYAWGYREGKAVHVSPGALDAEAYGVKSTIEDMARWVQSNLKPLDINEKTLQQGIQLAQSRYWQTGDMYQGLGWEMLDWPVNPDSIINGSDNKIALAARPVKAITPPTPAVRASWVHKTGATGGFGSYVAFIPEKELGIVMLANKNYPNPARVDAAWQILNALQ
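AmpC (5.3 nM in the dispensed reagent) in 20 mM phosphate pH 7.0 with 0.01% (detergent screen) or 0.0001% Triton X-100 was preincubated with compounds for 15 min at room temperature. Nitrocefin was then added from an 800 uM solution, and hydrolysis was followed at 480 nm.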
HCMV antiviral: human cytomegalovirus inhibition | HFF cells, HCMV-luciferase reporter, 72 h; active compounds read low | 410,000 compounds, 4.5% hits | activity change, negative = inhibition, % at 57.5 µM; in the data active = activity change below about -60%; inconclusive = no clear call, values can overlap the other calls; inactive = above about -39%
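Human foreskin fibroblasts infected with luciferase-reporter HCMV at MOI 1 PFU/cell, compounds at two doses. Luciferase measured 72 h post infection; normalized to buffer-only basal and Salinomycin (10uM) controls.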
Sm TGR inh: inhibitors of Schistosoma mansoni thioredoxin glutathione reductase. Potency, µM (series often up to 114 µM), inactives show top-dose activity change, negative = inhibition, hits mostly inhibitors. purified TGR, DTNB reduction, TNB absorbance 405 nm. Q962Y6. 360,000 compounds, 3% hits; also: potency is read from the fitted curve at half-maximal effect; nearly all actives have a fitted effect of over 60% in size
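Kinetic colorimetric format: TGR-catalysed, NADPH-driven DTNB reduction monitored via TNB absorbance. Enzyme dispensed at 20 nM; compound exposure 15 min at room temperature before reaction start.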
LmPK inh: blocks Leishmania mexicana pyruvate kinase activity. Q27686. purified LmPK, Kinase-Glo ATP luminescence, 1 h. Potency, µM (top dose mostly 57.5 µM), for inactives: at the top dose activity change, negative = inhibition, hits mostly inhibitors. 290,000 compounds, 0.37% hits. AID 1721; also: potency is read from the fitted curve at half-maximal effect
Target sequence (Q27686 whole entry, looked up): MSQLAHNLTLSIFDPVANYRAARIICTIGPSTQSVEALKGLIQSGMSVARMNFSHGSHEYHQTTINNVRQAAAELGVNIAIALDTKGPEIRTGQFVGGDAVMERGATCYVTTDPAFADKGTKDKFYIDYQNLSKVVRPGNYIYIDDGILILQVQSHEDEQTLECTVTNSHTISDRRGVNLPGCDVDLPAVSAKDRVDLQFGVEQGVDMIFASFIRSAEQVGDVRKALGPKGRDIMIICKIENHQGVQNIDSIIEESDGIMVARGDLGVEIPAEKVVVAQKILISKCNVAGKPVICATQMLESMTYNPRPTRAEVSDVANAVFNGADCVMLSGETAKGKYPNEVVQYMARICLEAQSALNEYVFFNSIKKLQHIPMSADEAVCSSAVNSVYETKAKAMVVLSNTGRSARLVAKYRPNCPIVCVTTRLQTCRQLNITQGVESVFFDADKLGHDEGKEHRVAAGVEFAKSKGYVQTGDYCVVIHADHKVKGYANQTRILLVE
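Pyruvate kinase activity monitored as ATP production (luciferase luminescence). Conditions: 0.1 nM enzyme, 0.5 mM PEP, 0.1 mM ADP, 1 h, RT; normalized against uninhibited and no-enzyme wells.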
AmpC inh no detg: blocks E. coli AmpC beta-lactamase in detergent-free assay. P00811. AmpC nitrocefin hydrolysis, absorbance 480 nm, 0.0001% Triton. Potency, µM (highest dose often 57.1 µM), inactives show at the top dose activity change, negative = inhibition, most hits filed as inhibitors. 330,000 compounds, 0.52% hits. AID 485341;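 also: potency is read from the fitted curve at half-maximal effect; plate controls were no compound for no effect and no enzyme for full effect; nearly all actives have a fitted effect of over 20% in size; some results filed as inactive show a strong effect at the top dose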
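20 mM phosphate pH 7.0 + 0.01% (detergent screen) or 0.0001% Triton X-100; 5.3 nM AmpC reagent; cpd preinc 15 min RT; nitrocefin (800 uM stock) to start; A480 q20 s × 4 min; Activity was normalised to no-enzyme and no-compound control wells.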
Numbers without * were called inactive; ? = inconclusive; . = not tested or not shown; [ ] = remark or other dose. Unless noted, calls follow the shape of the dose curve; as a rule, active = well fitted curve in the direction sought with a large enough effect; inconclusive = small, poorly fitted or top-dose-only effect, or another doubt; inactive = no such curve, though single readings can be large; an effect the other way counts as inactive or inconclusive. Unless noted, % is scaled to controls: 0 for no effect and ±100 for the full control effect.

No.	structure	AMA1 RON2 block	TbPYK inhibitor	AmpC inh detg	HCMV antiviral
1	O=C(O)C1=C[C@@H](C2CC2)C[C@@H](OCCCCO)O1	32%[activator]	-1%	.	-21
2	CCC(=O)Nc1nn(C)c2nc3c(C)cccc3cc12	-2%	-19%	-8%	-3
3	Cc1c(C(=O)NCC2CCCO2)oc2c(Cl)cccc12 (centres undefined)	-2%	-8%	?	-29
4	CN(CC(=O)Nc1ccc(OC(F)(F)F)cc1)S(=O)(=O)c1ccc2c(c1)CCC(=O)N2	.	1%	12%	-20
5	O=C(NC1CCCC1)C1CCC(CNS(=O)(=O)c2ccccc2)CC1 (centres undefined)	-6%	-12%	-7%	2
6	COc1ccc(C(=O)C2CCCN(C(=O)c3ccc(F)cc3)C2)cc1OC (centres undefined)	5%	7%	0%	-9
7	CC(C)Cc1nnc(NC(=O)CCC(=O)NC2CCCCCCC2)s1	5%	5%	1%	0
8	Cc1ccc(/C=N/NC(=O)c2cccs2)cc1[N+](=O)[O-]	-2%	4%	-14%	83

No.	Sm TGR inh	LmPK inh	AmpC inh no detg
1	.	.	.
2	-15%	2%	-17%
3	0%	.	-2%
4	1%	.	.
5	-6%	-2%	-3%
6	-5%	6%	9%
7	-8%	4%	-11%
8	13%	-2%	-34%

6 consecutive records from above, quoted:
No.	structure	AMA1 RON2 block	TbPYK inhibitor	AmpC inh detg	HCMV antiviral
1	O=C(O)C1=C[C@@H](C2CC2)C[C@@H](OCCCCO)O1	32%[activator]	-1%	.	-21
2	CCC(=O)Nc1nn(C)c2nc3c(C)cccc3cc12	-2%	-19%	-8%	-3
3	Cc1c(C(=O)NCC2CCCO2)oc2c(Cl)cccc12 (centres undefined)	-2%	-8%	?	-29
4	CN(CC(=O)Nc1ccc(OC(F)(F)F)cc1)S(=O)(=O)c1ccc2c(c1)CCC(=O)N2	.	1%	12%	-20
5	O=C(NC1CCCC1)C1CCC(CNS(=O)(=O)c2ccccc2)CC1 (centres undefined)	-6%	-12%	-7%	2
6	COc1ccc(C(=O)C2CCCN(C(=O)c3ccc(F)cc3)C2)cc1OC (centres undefined)	5%	7%	0%	-9

No.	Sm TGR inh	LmPK inh	AmpC inh no detg
1	.	.	.
2	-15%	2%	-17%
3	0%	.	-2%
4	1%	.	.
5	-6%	-2%	-3%
6	-5%	6%	9%

Next section:
No.	structure	AMA1 RON2 block	TbPYK inhibitor	AmpC inh detg	HCMV antiviral
9	Cc1ccccc1CNC(=O)C1CCCN(S(=O)(=O)N(C)c2ccc(F)cc2)C1 (centres undefined)	.	-3%	18%	?
10	CCOC(=O)C1=CCC(c2cccn2C(=O)OC(C)(C)C)N(S(=O)(=O)c2ccc(C)cc2)C1 (centres undefined)	-22%	-4%	.	31
11	CCN(CC)C(=O)C(=O)c1cccn1-c1cccc(OC)c1C#N	-2%	-3%	6%	-25
12	CCc1cccc(CC)c1NC(=O)NC1CCCCC1	9%	4%	?	7
13	COc1cccc(NC(=O)N2CCC(n3nnc4ccccc43)CC2)c1	3%	1%	-10%	22
14	O=C(COC(=O)c1n[nH]c2ccccc12)Nc1ccccc1Br	-12%	32%	.	7
15	COc1ccc(C(=O)CSc2ncnc3nc[nH]c23)cc1	10%	-1%	-6%	26
16	Cc1ccc(CC(=O)NCCCc2ccccc2)cc1	-6%	0%	-14%	14

No.	Sm TGR inh	LmPK inh	AmpC inh no detg
9	2%	.	.
10	.	.	.
11	0%	3%	1%
12	-1%	0%	-13%
13	2%	5%	?
14	.	.	-41%
15	8%	7%	-3%
16	5%	1%	0%

Going on with the list.
No.	structure	AMA1 RON2 block	TbPYK inhibitor	AmpC inh detg	HCMV antiviral
17	O=C1CCCC2=C1C(c1ccc(OS(=O)(=O)c3ccc(Cl)cc3)cc1)C1=C(CCCC1=O)O2	-4%	-1%	0%	-38
18	Cc1noc(C)c1CSc1nnc2n(-c3ccccc3)c(=O)c3ccccc3n12	17%	-3%	.	3
19	NS(=O)(=O)c1ccc(NC2=CC(=O)C(=O)c3ccccc32)cc1	-7%	-12%	?	50
20	COc1cc(OC)c(OC)cc1/C=C1\C(=O)NC(=O)N(Cc2ccccc2)C1=O	-2%	-27%	1%	-21
21	COc1ccccc1C(=O)Nc1ccc2ccccc2c1	8%	4%	.	175
22	CC(=O)c1ccc(NC(=S)NNC(=O)NC2CCCCC2)cc1	53%[activator]	-24%	-1%	13
23	COc1ccc(NC(=O)CSc2nc3ccccc3n2CC(=O)N2CCCCC2C)cc1 (centres undefined)	.	11%	-12%	-21
24	O=C(OCCN1CCOCC1)c1ccc(OCCN2CCOCC2)cc1	-5%	-4%	-13%	-12

No.	Sm TGR inh	LmPK inh	AmpC inh no detg
17	-3%	-1%	-4%
18	.	.	.
19	-22%	-7%	-40%
20	?	-1%	-30%
21	.	.	.
22	3%	-1%	-51%
23	9%	.	.
24	3%	5%	-6%

Later entries.
No.	structure	AMA1 RON2 block	TbPYK inhibitor	AmpC inh detg	HCMV antiviral
25	Cc1ccc(-n2nc3c(=O)n(CCCC(=O)NCc4ccccc4Cl)nc(C)c3c2C)cc1	-8%	15%	-3%	?
26	CC(C)(C)C(=O)COC(=O)c1cc(-c2cccnc2)nc2ccccc12	1%	-3%	4%	18
27	CN(c1ccccc1)S(=O)(=O)c1cc(C(=O)N2CCN(c3ncccn3)CC2)ccc1Cl	-10%[11.6 µM]	-6%	.	-62*
28	O=C1c2ccccc2C(=O)C1c1ccc(O)cc1	15%	-21%	-2%	-61*
29	O=C(O)CCN1C(=O)c2ccc(NC(=O)COc3ccccc3)cc2C1=O	-2%	-5%	-7%	5
30	CC(=O)Nc1ccc(NC(=O)CCC(=O)OCC(=O)c2cccc([N+](=O)[O-])c2)cc1	7%	-10%	-6%	-22
31	COc1ccc(CNC(=O)C2(C)Cc3c(-c4ccccc4)ccnc3O2)cc1OC (centres undefined)	0%	3%	.	-18
32	C=CCOC(=O)N1Cc2ccccc2-n2nncc2C1	5%	-2%	.	-11

No.	Sm TGR inh	LmPK inh	AmpC inh no detg
25	-14%	1%	85%[activator]
26	3%	3%	185%[activator]
27	.	.	130%[activator]
28	-22%	2%	-30%
29	-26%	-1%	-13%
30	-4%	10%	-13%
31	.	.	.
32	.	.	.

Other structures
No.	structure	AMA1 RON2 block	TbPYK inhibitor	AmpC inh detg	HCMV antiviral
33	O=C(Cn1ccc(=O)[nH]c1=O)Nc1ccc(O)c([N+](=O)[O-])c1	18%	-1%	.	36
34	CC1CN(C(=O)c2ccc(CNS(=O)(=O)c3cccc(C(F)(F)F)c3)cc2)CC(C)O1 (centres undefined)	-11%	1%	-3%	-10
35	CN1CCN(CC(=O)Nc2ccc(OC(F)(F)F)cc2)CC1	-20%	-4%	-5%	-26
36	NC(=O)CC(NC(=O)c1ccc(Cl)cc1)C(=O)NCCc1ccc(S(N)(=O)=O)cc1 (centres undefined)	2%	10%	?	23
37	Cc1nnc(NC(=O)CCS(=O)(=O)Cc2ccccc2)s1	-1%	-14%	4%	-1
38	Cc1ccc(NC(=O)CSc2nc3c(c(=O)[nH]2)CN(Cc2ccccc2)CC3)cc1Cl	.	-5%	-3%	-5
39	Cc1cccc(NC(=O)CCc2ccccc2)c1C	-16%	4%	0%	-10
40	COc1ccc(NC(=O)NNC(=O)c2ccccc2-n2cccc2)cc1OC	62%[activator]	4%	-3%	23

No.	Sm TGR inh	LmPK inh	AmpC inh no detg
33	.	.	.
34	0%	6%	38%
35	-3%	1%	46%
36	-6%	-2%	-12%
37	-3%	2%	-6%
38	-1%	.	.
39	-11%	-2%	-3%
40	20%	0%	2%

Later entries.
No.	structure	AMA1 RON2 block	TbPYK inhibitor	AmpC inh detg	HCMV antiviral
41	O=C(COC(=O)c1ccc2ccccc2c1)NCCCc1ccccc1	-9%	1%	-12%	38
42	Cc1cc(C)c(N=C2CCCN2Cc2ccccc2)c(C#N)c1	15%	0%	-3%	-16
43	CCCN1C(=O)c2ccccc2NC1c1ccc(O)c(OCC)c1 (centres undefined)	-9%	-4%	10%	-6
44	CCOC(=O)CSc1nc2cc(OC)ccc2cc1C#N	4%	-13%	5%	149
45	COc1cccc(Cn2c3ccc(NC(=O)CC(C)C(F)(F)F)cc3c(=O)n2C)c1 (centres undefined)	-5%	-2%	.	-35
46	O=C(N/N=C/c1ccc(O)cc1)c1cc(-c2ccc3c(c2)OCO3)n[nH]1	-4%	5%	-9%	?
47	CC(C)N(c1nnc(N)s1)C(C)C	-6%	3%	-9%	-3
48	O=C(c1ccccc1Cl)N1CCC(O)(c2cccnc2)CC1	-3%	-6%	6%	-4

No.	Sm TGR inh	LmPK inh	AmpC inh no detg
41	-2%	3%	-46%
42	0%	5%	-16%
43	2%	-5%	-22%
44	-17%	6%	-26%
45	.	.	.
46	0%	1%	-30%
47	-5%	1%	-15%
48	0%[57.1 µM]	-7%	-12%

(continued)
No.	structure	AMA1 RON2 block	TbPYK inhibitor	AmpC inh detg	HCMV antiviral
49	C=C(C)C(=O)Nc1cccc(C2=NOC3(C2)C[C@@H](C(N)=O)N(C(=O)C(=C)C)C3)c1 (some centres undefined)	12%	-5%	1%	8
50	CC(C(=O)Nc1ccccc1C(=O)O)n1c(C(F)(F)F)nc2ccccc21 (centres undefined)	9%	-1%	?	22
51	Cc1ccc(S(=O)(=O)N2CCCCC2)cc1NC(=O)CN1CCCC1c1cccs1 (centres undefined)	2%	3%	.	-13
52	CCOc1ccc(S(=O)(=O)NCCC(=O)OCC(=O)c2ccc[nH]2)cc1	3%	3%	-15%	-11
53	Cc1ccnc(NC(=O)c2cnc(Cl)c(Cl)c2)c1	-8%	-3%	-15%	-33
54	COc1ccc(OC)c(C2N=C(N)Nc3nc4ccccc4n32)c1 (centres undefined)	.	-5%	-3%	13
55	Cc1cc(O)c(C(C)C)cc1NC(=O)c1ccccc1Cl	6%	3%	-12%	-25
56	CC(=O)Nc1ccc(OC(=O)C(CCS(C)(=O)=O)N2C(=O)c3ccccc3C2=O)cc1 (centres undefined)	-11%	1%	-4%	14
57	COc1ccc(/C=N/n2c(=O)[nH]c3c([nH]c4ccc(F)cc43)c2=O)cc1CN1CCCCC1	-3%	-3%	1%	68
58	CC1(C)C(c2cccs2)=[N+]([O-])C2(CCCCC/C2=N\O)N1O (centres undefined)	-3%	0%	0%	1

No.	Sm TGR inh	LmPK inh	AmpC inh no detg
49	8%	-10%	-13%
50	1%	6%	-25%
51	.	.	.
52	4%	1%	-34%
53	1%	-5%	-13%
54	0%	.	.
55	-5%	0%	-33%
56	0%	2%	.
57	1%	4%	-3%
58	-4%	-1%	2%

Taken from above:
cpd 52 | TbPYK inhibitor = 3%
cpd 53 | AmpC inh detg = -15%

Bioassay records: PubChem, National Center for Advancing Translational Sciences (NCATS)
